Assay outcomes as filed in PubChem BioAssay.
N370S GC mod – inhibitors or activators of N370S glucocerebrosidase for Gaucher disease; N370S GC spleen homogenate, 4MU-glucoside fluorescence; Potency, µM (top dose mostly 59.4 µM), without a hit: at the highest dose activity change, negative = inhibition, usual class: inhibitors; 330,000 tested, 0.092% active;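 note: 0% = full enzyme activity and -100% = no enzyme basal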
DT40 TDP1 no CPT – qHTS for Inhibitors of human tyrosyl-DNA phosphodiesterase 1 (TDP1): qHTS in cells in absence of CPT; AID 686978, 2013; 420,000 tested, 15% active; DT40 Tdp1-/- hTDP1 cells, no CPT, ATP luminescence, 48 h; Potency, µM (top dose mostly 46.2 µM), for inactives: at the highest dose activity change, negative = growth inhibition, actives largely listed as inhibitors; note: nearly all actives have a fitted effect of over 55% in size
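No-CPT arm: Tdp1-/-;hTDP1 DT40 cells (400/well) plus compounds, incubated ≥48 hr at 37 °C. Readout CellTiter-Glo luminescence.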
TDP1 block – inhibitors of human tyrosyl-DNA phosphodiesterase TDP1. Q9NUW8. recombinant TDP1, AlphaScreen DNA substrate cleavage. Potency, µM (top dose mostly 130 µM), for inactives: at the highest dose activity change, negative = inhibition, usual class: inhibitors. 350,000 tested, 0.28% active. AID 485290; note: nearly all actives have a fitted effect of over 40% in size
Target sequence (Q9NUW8 whole entry, looked up): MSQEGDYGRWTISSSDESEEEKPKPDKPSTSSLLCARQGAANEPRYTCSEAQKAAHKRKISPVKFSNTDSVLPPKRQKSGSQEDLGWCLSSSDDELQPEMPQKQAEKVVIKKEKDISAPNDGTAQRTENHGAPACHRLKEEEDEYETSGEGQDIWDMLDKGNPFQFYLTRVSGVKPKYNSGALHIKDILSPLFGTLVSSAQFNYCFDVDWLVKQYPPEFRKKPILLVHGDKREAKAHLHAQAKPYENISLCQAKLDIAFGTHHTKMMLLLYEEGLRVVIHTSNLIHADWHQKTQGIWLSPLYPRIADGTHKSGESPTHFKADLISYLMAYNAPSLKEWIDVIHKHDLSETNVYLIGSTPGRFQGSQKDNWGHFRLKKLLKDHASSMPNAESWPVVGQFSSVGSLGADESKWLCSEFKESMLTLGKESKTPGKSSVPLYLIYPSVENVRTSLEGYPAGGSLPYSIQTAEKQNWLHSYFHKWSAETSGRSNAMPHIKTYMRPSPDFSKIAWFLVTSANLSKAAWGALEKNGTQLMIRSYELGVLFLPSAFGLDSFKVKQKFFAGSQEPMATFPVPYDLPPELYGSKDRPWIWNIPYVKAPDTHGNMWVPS
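Steps: enzyme plus compound, 15 min RT; add biotin/phosphotyrosine-FITC oligonucleotide (15 nM final), react 5 min; add donor/acceptor beads (10 ug/ml final), 10 min; read AlphaScreen. Tdp1 at 1 nM final.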
Numbers without * were called inactive; ? = inconclusive; nt = no result given; & = joins results of further samples; [ ] = another dose, or the depositor's remark. Calls come from the whole dose curve; as a rule, active = well fitted curve in the direction sought with a large enough effect; inconclusive = small, poorly fitted or top-dose-only effect, or another doubt; inactive = no such curve, though single readings can be large; an effect the other way counts as inactive or inconclusive. Unless noted, % is set by controls: 0 for no effect and ±100 for the full control effect; potency is the fitted concentration of half-maximal effect. A portion of the library (hit frequency here may not be typical).

Values run as follows: DT40 TDP1 no CPT	TDP1 block	N370S GC mod
1	Cc1ccccc1CC1(CO)CCCN(C(=O)Cc2c(F)ccc(F)c2F)C1 (stereo not given)
  ?	2%	-3%
2	O=P(CCC(F)(F)F)(CCC(F)(F)F)CCC(F)(F)F
  -8%	6%	-15%
3	COc1cccc(NC(=O)c2ccccc2)c1
  10%	-3%	2%
4	Cn1nnnc1SCC(=O)Nc1c(Cl)cccc1Cl
  0%	-4%	1%
5	O=C(C1=CC=CN2CCS(=O)(=O)N=C12)N1CCN(c2cccc(Cl)c2)CC1
  -14%	1%	nt
6	COc1ccccc1CN(CC(=O)NCc1ccco1)C(=O)CNS(=O)(=O)c1ccc(C)cc1
  -18%	6%	6%
7	COc1cccc(CN(C)C(=O)c2ccc3c(=O)n4c(nc3c2)CCC4)c1OC
  3%	1%	-15%
8	O=C(c1ccccc1)N1N=C(C(F)(F)F)CC1(O)c1ccc(F)cc1 (stereo not given)
  ?	3%	6%
9	CCc1cc(=O)oc2cc(C)cc(OCC(=O)NCc3ccccn3)c12
  -25%	3%	-6%
10	Oc1ccc(C2=NNC(=NCc3ccc4c(c3)OCO4)SC2)c(O)c1
  4.6µM*	5%	-11%
11	Cc1ccc(C)c(N(CC(=O)NCc2ccccc2)C(=O)c2csnn2)c1
  -8%	-13%	3%
12	COc1cccc(NS(=O)(=O)c2ccc3[nH]cc(C(=O)NCCC(C)C)c(=O)c3c2)c1
  15µM*	-6%	5%
13	Cc1ccc(C)c(S(=O)(=O)N2CCN(C(=O)CCNS(=O)(=O)c3ccc(C)c(C)c3)CC2)c1
  18µM*	1%	-29%
14	Cn1c(C(=O)Nc2ccc(OC(F)(F)F)cc2)cc2c(=O)n3ccccc3nc21
  ?	-3%	nt
15	Cc1cccc(N2CCN(C(=S)c3ccccc3)CC2)c1
  ?	6%	5%
16	O=c1c2cc(NC(=S)NC3CCCCC3)ccc2nc2n1CCCCC2
  ?	-2%	22%
17	O=C(c1cc2ccccc2c(=O)o1)N1CCCCCC1
  -4%	8%	13%
18	O=C(NC(=S)Nc1ccc(S(=O)(=O)Nc2ccccc2)cc1)C1CC1
  -5%	-1%	10%
19	CCOC(=O)CSc1nc(-c2ccc(C)cc2C)cc(-c2ccccc2)c1C#N
  2%	?	nt
20	COc1ccc(C(=O)N2CCC3(CCCN(C)C3)CC2)cc1
  -11%	nt	-9%
21	COc1ccc(S(=O)(=O)N2CCCC(C(=O)NC3CC3)C2)cc1OC (stereo not given)
  -10%	0%	-12%
22	O=C(Oc1c(-c2ccccc2)c(=O)n2c3c(cccc13)CC2)c1ccco1
  ?	-4%	-10%
23	CN(C)c1ccc(-c2nc(N3CCNCC3)c3ccccc3n2)cc1
  ?	14%[56.1 µM]	8%
24	C=COCCNC(=S)Nc1cccc(Cl)c1
  ?	5%	-1%
25	Cc1cc(C(=O)CSc2nnc(N)s2)c(C)n1-c1c(C)n(C)n(-c2ccccc2)c1=O
  ?	-4%	-1%
26	Cc1ccc(S(=O)(=O)NCCCN2CCOCC2)c(C)c1
  -13%	-4%	-3%
27	COc1ccc2ccn(S(=O)(=O)c3ccccc3)c2c1
  ?	nt	4%
28	COc1ccccc1Nc1cc(C(=O)NCCCN(C)C2CCCCC2)c2ccccc2n1
  ?	2%	nt
29	CCC(C(=O)NC1CCCC1)N(C(=O)c1snc(C(N)=O)c1N)c1ccc(OC)cc1 (stereo not given)
  13%	3%	1%
30	COC(=O)CCC(C)C1CCC2C3CC[C@H]4CC(O)CC[C@@]4(C)C3CC(O)[C@]12C (stereo not given in full)
  ?	9%	-4%
31	CCCCn1c(N)c(N(CC(C)C)C(=O)C2CCCN(C(=O)c3ccc(Cl)cc3)C2)c(=O)[nH]c1=O (stereo not given)
  -25%	0%	-10%
32	COc1ccc(Cn2ccnc2SCC(=O)Nc2ccccc2OC)cc1
  ?	8%	28%
33	CCc1cc(C(=O)Nc2cc(S(=O)(=O)N(C)C)ccc2C)sc1C
  13µM*	0%	23%
34	Cc1cc(N2CCCC2)c(F)cc1/C=C\[N+](=O)[O-]
  ?	-10%	-2%
35	O=C(CCS(=O)(=O)c1ccc(Br)cc1)N1CCN(c2ccc(Cl)cc2)CC1
  15µM*	1%	5%
36	CSc1nnc(CNS(=O)(=O)c2ccc(Cl)cc2)n1C
  -11%	6%	4%
37	c1ccc(N2CCN(Cc3nnc(-c4ccc5c(c4)OCO5)o3)CC2)cc1
  ?	5%	nt
38	CCc1cccc(C)c1NC(=O)C1CCN(S(=O)(=O)c2cccc3nonc23)CC1
  -26%	4%	nt
39	Cc1nc2ccc(S(=O)(=O)NC(C(=O)Nc3nc4ccc(Cl)cc4s3)C(C)C)cc2s1 (stereo not given)
  -29%	-3%	-4%
40	Fc1ccc(C2CCCCN2Cc2nc(CC3CC3)no2)cc1 (stereo not given)
  ?	-2%	15%
41	Cc1cc(N2CCN(C3CCCCC3)CC2)nc2cccc(O)c12
  ?	8%	-4%
42	O=C(Nc1ccc(Cl)cc1)c1cccs1
  -20%	6%	-8%
43	CCOc1ccccc1C(=O)NCC(=O)NNC(=O)CN(C)S(=O)(=O)c1ccc(Cl)cc1
  12µM*	nt	1%
44	Cc1ccc(N2CC(NC(=O)C(=O)c3c[nH]c4ccccc34)CC2=O)cc1 (stereo not given)
  -29%	0%	nt
45	COc1cc(-c2nc3ccc(C)cn3c2Nc2ccc3c(c2)OCCO3)ccc1O
  ?	11%	?
46	COc1ccc(-c2nn3c(-c4ccc(OC)cc4)nnc3c3ccccc23)cc1
  1%	1%	nt
47	Cc1ccc(CNC(=O)c2cc(-c3ccc(C)c(C)c3)nc3ccccc23)cc1
  ?	8%	nt
48	O=C(NCCc1cccc(Cl)c1)c1cccc(-n2cnnn2)c1
  ?	-1%	-2%
49	Cc1ncc([N+](=O)[O-])n1CCOC(=O)NC(NCc1cccnc1)C(Cl)(Cl)Cl (stereo not given)
  ?	-1%	0%
50	CCn1c(=NC(=O)c2ccc(S(=O)(=O)N3CCCCC3)cc2)sc2cccc(OC)c21
  1.5µM*	-1%	nt
51	Cn1c(=O)nc2n(-c3ccc(Br)cc3)c3cccc(Cl)c3cc-2c1=O
  ?	2%	nt
52	CCCC(=O)N=c1sc2c(OC)ccc(OC)c2n1C
  -11%	2%	7%
53	CCOC(=O)c1nc(SC)n(C)c1C(=O)OCC
  -10%	-3%	4%
54	CN(C(=O)CC1C(=O)NCCN1Cc1cccc(F)c1F)C1CC(C)(C)NC(C)(C)C1 (stereo not given)
  -2%	0%	-12%
55	O=C(Cc1nnc(NC(=O)c2ccccc2)s1)N/N=C/c1cccc(O)c1
  -3%	nt	-13%
56	CC12CCC3c4ccc(O)cc4CCC3C1CC(O)C2O (stereo not given)
  -13%	nt	-12%
57	COc1ccc(C(=O)NCCc2c[nH]c3ccccc23)cc1S(=O)(=O)N1CCCCC1C (stereo not given)
  ?	5%	nt
58	COc1ccc(CC(=O)n2c(CC#N)nc3ccccc32)cc1OC
  -18%	7%	nt
59	O=C(NNC(=O)c1ccccc1F)c1ccc(NS(=O)(=O)c2ccc(F)cc2)cc1
  1%	3%	0%
60	COC(=O)c1sccc1-c1ccc(C(=O)Nc2cccc(Cl)c2)o1
  23µM*	-5%	22%

(cont.)
Values run as follows: DT40 TDP1 no CPT	TDP1 block	N370S GC mod
61	c1ccc(COc2ccc(OCCCN3CCCCC3)cc2)cc1
  ?	-4%	-11%
62	NS(=O)(=O)c1ccc(N/N=C/c2ccc3c(c2)OCO3)c([N+](=O)[O-])c1
  -20%	5%	-2%
63	CCN(CC(=O)NC(C)C)Cc1nc2sc3c(c2c(=O)[nH]1)CCC3
  4.6µM*	5%	23%
64	CCOC(=O)N1CCN(S(=O)(=O)c2c(C)nn(C)c2C)CC1
  9%	2%	18%
65	C=C(C)CSc1nc2ncccc2[nH]1
  0%	2%	0%[2.35 µM]
66	O=C(NCCc1ccco1)C(=O)NCC1OCCCN1S(=O)(=O)c1ccccc1 (stereo not given)
  -16%	4%	1%
67	O=C(COC(=O)c1nc(Cl)c(Cl)c(Cl)c1Cl)c1ccc[nH]1
  ?	nt	-4%
68	Cc1cccc2c1Sc1ccccc1CC2=O
  ?	-5%	17%
69	Cc1cc(C)nc(Nc2n[nH]c(COc3ccccc3)n2)n1
  18µM*	-2%	-7%
70	C=CCn1c(SCC(=O)Nc2ncc(Cc3cc(C(F)(F)F)ccc3Cl)s2)nnc1-c1ccncc1
  -3%	-2%	-1%
71	O=C(Nc1cnc2ccccc2c1)c1cccnc1
  -10%	3%	-8%
72	COc1ccc(C2Nc3ccccc3C(=O)N2c2ccccc2)cc1CN1CCOCC1 (stereo not given)
  -1%	-3%	3%
73	CCOc1ccccc1NC(=O)C(CC)Sc1nc2ccncc2[nH]1 (stereo not given)
  16µM*	0%&0%	?
74	Cc1ccc(C(=O)NCCc2nnc3c(C(F)(F)F)cc(Cl)cn23)o1
  30%[activator]	-7%	-6%
75	CCc1ccc(C(=O)COC(=O)CNC(=O)c2cccs2)cc1
  3%	-1%	5%
76	O=C(COc1ccc([N+](=O)[O-])cc1)Nc1ccc(S(=O)(=O)N2CCOCC2)cc1
  -13%	19%	-4%
77	O=C(O)CCc1nn2c3ccccc3n(CCO)c2nc1=O
  -4%	2%	-1%
78	Cn1c(CN2CCCC2)nc2cc(NS(=O)(=O)c3ccccc3)ccc21
  -5%	0%	-2%
79	CC1=C(C)CC(C(=O)NCCCN2CCCC2=O)C(C(=O)O)C1 (stereo not given)
  16%	4%	-11%
80	CN(C)CCCC(=O)c1ccc2c(c1)OCO2
  -17%	1%	17%
81	COc1ccc(CCNC(=O)CSc2ccc(Br)cc2)cc1OC
  8%	8%	8%
82	CCOC(=O)c1ccc(NC(=O)CN2C(=O)C(=O)N(CC(C)C)C2=O)cc1
  0%	4%	-24%
83	O=C(CSc1ccccc1)N1CCN(S(=O)(=O)c2ccccc2F)CC1
  -16%	-5%	5%
84	CSC1=C(C#N)C(c2ccc(C(C)C)cc2)CC(=O)N1 (stereo not given)
  ?	0%	4%
85	CC1CCCC(NC(=O)Cc2ccc(Br)cc2)C1C (stereo not given)
  -26%	nt	-6%
86	COc1cccc(/C=N/NC(=O)Cn2nc(C)c([N+](=O)[O-])c2C)c1O
  5.8µM*	3%	-2%
87	COCCn1c(SCc2ccccc2)nc2c1c(=O)[nH]c(=O)n2C
  -22%	nt	10%
88	CCOc1cccc(CC(=O)N2CCc3c([nH]c4ccccc34)C2c2ccccc2)c1OCC (stereo not given)
  ?	5%	nt
89	OCc1c[nH]c(=S)n1CCOc1cccc(C(F)(F)F)c1
  ?	nt	-4%
90	O=C(Nc1ccc(N2CCCC2)c(Cl)c1)c1ccc(Br)o1
  ?	9%	2%

Grouped by structure: those above with a cyano group (three)
Values run as follows: DT40 TDP1 no CPT	TDP1 block	N370S GC mod
19	CCOC(=O)CSc1nc(-c2ccc(C)cc2C)cc(-c2ccccc2)c1C#N
  2%	?	nt
58	COc1ccc(CC(=O)n2c(CC#N)nc3ccccc32)cc1OC
  -18%	7%	nt
84	CSC1=C(C#N)C(c2ccc(C(C)C)cc2)CC(=O)N1 (stereo not given)
  ?	0%	4%

Following part.
Values run as follows: DT40 TDP1 no CPT	TDP1 block	N370S GC mod
91	CCn1cnnc1SCC(=O)Nc1ccccc1C(=O)NC1CC1
  -19%	-1%	nt
92	Cc1ccsc1CN(C)C(=O)C(NC(=O)c1cccc(S(=O)(=O)N2CCOCC2)c1)C(C)C (stereo not given)
  ?	1%	nt
93	Cc1ccc(O)c(CNc2ccc(S(=O)(=O)Nc3nccs3)cc2)c1
  0%	6%	2%
94	CCOc1ccccc1NC(=O)Cn1c(=O)n(CCC(=O)NCc2ccc3c(c2)OCO3)c(=O)c2ccccc21
  12µM*	0%	nt
95	OCC[C@@H]1C[C@@H](O)[C@H](O)[C@]2(CCCCO2)O1
  2%	1%	6%
96	CCc1ccc(/C=C/C(=O)c2cc(Br)ccc(=O)c2O)cc1
  5.2µM*	-5%	-5%
97	c1ccc(Cn2cc(CSc3ccccc3)nn2)cc1
  -22%	-5%	-1%
98	COc1ccc(CCn2c(C)nc3ccccc3c2=O)cc1OC
  21µM*	-2%	13%
99	Cc1ncc(CN2CCC(CO)(CCOc3ccccc3)CC2)s1
  0%	-4%	9%
100	CCc1ccc2c(c1)-c1ccccc1S(=O)(=O)N2CC(=O)N1CCCCC1
  ?	5%	nt

By substructure, the entries above with a thiophene ring, fused or not (6)
Values run as follows: DT40 TDP1 no CPT	TDP1 block	N370S GC mod
33	CCc1cc(C(=O)Nc2cc(S(=O)(=O)N(C)C)ccc2C)sc1C
  13µM*	0%	23%
42	O=C(Nc1ccc(Cl)cc1)c1cccs1
  -20%	6%	-8%
60	COC(=O)c1sccc1-c1ccc(C(=O)Nc2cccc(Cl)c2)o1
  23µM*	-5%	22%
63	CCN(CC(=O)NC(C)C)Cc1nc2sc3c(c2c(=O)[nH]1)CCC3
  4.6µM*	5%	23%
75	CCc1ccc(C(=O)COC(=O)CNC(=O)c2cccs2)cc1
  3%	-1%	5%
92	Cc1ccsc1CN(C)C(=O)C(NC(=O)c1cccc(S(=O)(=O)N2CCOCC2)c1)C(C)C (stereo not given)
  ?	1%	nt
